eIF4E 4G PPI: eIF4E–eIF4G protein interaction inhibitors, primary screen, biochemical, uHTS, TR-FRET, eIF4GI fragment; TR-FRET eIF4E-eIF4GI(517-606) binding, 2 h; inhibition, % at 21.7 µM; 0.37% of 220,000 active; Eukaryotic translation initiation factor 4E (Mus musculus) + Eukaryotic translation …;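 further: 0% = full FRET control wells and 100% = background wells lacking eIF4GI fragment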
Rad51 HR inh: human RAD51 strand exchange inhibitors, primary screen, biochemical, fluorescence; AID 1385, 2008; inhibition, % at 10 µM; 0.085% of 200,000 active; DNA repair protein RAD51 homolog 1 (Homo sapiens), Q06609; hRad51 DNA strand exchange, fluorescence dequenching;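 active means inhibition above 40% at the single screening dose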;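 further: 0% = DMSO control wells and 100% = blanks with heterologous ssDNA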
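material = hRad51 filaments on single-stranded DNA | reagent = Donor/quencher-labelled 47-bp dsDNA substrate | compound = 10 µM final, single point | schedule = strand-exchange reaction 15 min at room temperature | measured by = fluorescein emission 520 nm, excitation 485 nm | read-out basis = % inhibition versus plate control and blank means | benchmarks = plate controls and plate blanks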
Thrombin inh: human alpha-thrombin inhibitors, primary screen, counter-screen for coagulation protease inhibitor project, biochemical, 1536-well, fluorogenic AMC substrate. Prothrombin (Homo sapiens), P00734. Boc-VPR-AMC fluorogenic substrate cleavage. inhibition, % at 5 µM. 0.26% of 220,000 active;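 active means inhibition at or above 40%; inactive means inhibition below 40%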;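 further: 0% = enzyme with no compound and 100% = wells without enzyme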
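Material: human alpha-thrombin protein. Incubation: reaction at ambient temperature. Technique: fluorescence of released AMC, ex 355 nm, em 460 nm. Control set: no-compound enzyme wells and no-enzyme blanks. Also added: Boc-VPR-AMC substrate, 15 µM final. Buffer or medium: pH 7.5 Tris (50 mM) with NaCl 150 mM, Tween 20 0.05%.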
NCF1 inh: p47phox/p22phox peptide binding inhibitors, primary screen, biochemical, uHTS, NADPH oxidase regulatory subunit. fluorescence polarization, 2 h. inhibition, % at 24.7 µM. 0.53% of 220,000 active;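 further: 0% = p47phox with labelled peptide and 100% = labelled peptide alone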
Target sequence (P14598 whole entry, looked up): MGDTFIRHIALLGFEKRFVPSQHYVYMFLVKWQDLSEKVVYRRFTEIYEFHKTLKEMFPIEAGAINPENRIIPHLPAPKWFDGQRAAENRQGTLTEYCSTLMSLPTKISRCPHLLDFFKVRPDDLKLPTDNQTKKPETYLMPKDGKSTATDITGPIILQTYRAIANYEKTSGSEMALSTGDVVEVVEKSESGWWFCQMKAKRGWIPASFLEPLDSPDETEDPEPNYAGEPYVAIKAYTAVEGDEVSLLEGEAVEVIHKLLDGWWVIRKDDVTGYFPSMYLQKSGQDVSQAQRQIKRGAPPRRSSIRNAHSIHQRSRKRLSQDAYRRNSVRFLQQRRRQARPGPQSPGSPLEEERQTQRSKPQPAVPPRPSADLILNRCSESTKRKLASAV
Furin inhibitor: human furin inhibitors, primary screen, biochemical, fluorescence intensity; P09958; purified furin, fluorogenic substrate cleavage; inhibition, % at 30 µM; 0.061% of 220,000 active; in the data active means inhibition above about 25%; further: inactives centre near -15
KLK5 inh: human KLK5 protease inhibitors, primary screen, biochemical, 1536-well; recombinant hK5, fluorogenic AMC substrate cleavage; inhibition, % at 5 µM; 0.59% of 210,000 active; AID 873, 2007;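 active means inhibition of 40% or more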;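 further: 0% = enzyme controls without compound and 100% = no-enzyme blanks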
Target sequence (Q9Y337 67-293 limits assumed): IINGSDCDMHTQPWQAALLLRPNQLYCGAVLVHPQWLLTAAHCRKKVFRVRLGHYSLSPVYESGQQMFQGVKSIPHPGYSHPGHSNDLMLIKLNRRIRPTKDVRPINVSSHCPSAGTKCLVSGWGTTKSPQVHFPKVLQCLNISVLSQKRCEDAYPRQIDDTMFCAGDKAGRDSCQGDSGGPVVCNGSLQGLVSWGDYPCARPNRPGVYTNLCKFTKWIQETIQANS
EBV gp42 inh: Epstein-Barr virus gp42 inhibitors, primary screen, biochemical, uHTS, fluorescence polarization; 0.42% of 220,000 active; AID 1085, 2008; Fluorescence polarization binding assay, mP read-out; inhibition, % (tested at 21.74 µM); in the data active means inhibition above about 50%
Target sequence (Q1HVG2 whole entry, looked up): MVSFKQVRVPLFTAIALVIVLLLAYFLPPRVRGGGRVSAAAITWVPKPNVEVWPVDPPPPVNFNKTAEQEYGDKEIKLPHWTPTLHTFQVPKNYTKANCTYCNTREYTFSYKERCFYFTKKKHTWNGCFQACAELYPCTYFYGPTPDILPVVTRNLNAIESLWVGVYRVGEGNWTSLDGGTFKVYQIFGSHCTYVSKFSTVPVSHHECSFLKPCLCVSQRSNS
14-3-3 Bad PPI: inhibitors of 14-3-3 zeta/Bad binding, primary screen, biochemical, TR-FRET, bovine 14-3-3 zeta; 14-3-3 protein zeta/delta (Bos taurus), P63103; TR-FRET 14-3-3zeta/Dy647-pBad peptide displacement, 1 h; inhibition, % at 21.7 µM; 0.71% of 220,000 active;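 active means inhibition above about 70%, limit read from the data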;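 further: 0% = full 14-3-3 plus peptide FRET controls and 100% = background without 14-3-3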
Cl transport mod: KCC2 cotransporter modulators, thallium flux, primary screen, cell-based, HEK293 KCC2, FluoZin-2 fluorescence, MLSMR | Solute carrier family 12 member 5 (Homo sapiens), Q9H2X9 | AID 1456, 2008 | KCC2 cells, thallium flux FluoZin-2 fluorescence | B-score of Tl+ flux slope (higher = more flux/activation; lower = inhibition) at 10 µM | 2.2% of 190,000 active;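 active means thallium flux slope and its plate-corrected score both differing from the plate sample mean at a set confidence after two filtering rounds, in either direction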;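 further: slope of fluorescence scaled to starting intensity during 10 to 20 s after thallium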
* = called active by the depositor; . = not tested or not shown; [ ] = dose if it differs, or a comment.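 How the source made its calls, unless noted: active means inhibition above about 30% (limit read from the data); inactive means the rest.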

SMILES	eIF4E 4G PPI	Rad51 HR inh	Thrombin inh	NCF1 inh	Furin inhibitor	KLK5 inh	EBV gp42 inh	14-3-3 Bad PPI	Cl transport mod
O=[N+]([O-])c1ccccc1S(=O)(=O)N1CCN(CC2CC=CCC2)CC1 (stereo not drawn)	-2	7	-3	-6	-33	4	-2	21	-0.0024
CS(=O)(=O)c1ccc2nc(NC(=O)CCN3C(=O)c4ccccc4C3=O)sc2c1	-5	12	-8	-1	-25	-2	-5	-4	0.44
Cc1c(C(=O)O)c(C(=O)O)nc2ccc(N3CCOCC3)cc12	5	-10	-7	-15	-14	-1	-12	-5	-0.44
CC(=O)c1ccc(OCC(C)C)c(CN2CCCCC2)c1	3[fluorescence artefact?]	7	-4	-11	-19	1	3	17	.
CC(=O)Nc1ccc(C(=O)Nc2ccc(S(=O)(=O)NCC3CCCO3)cc2)cc1 (stereo not drawn)	3[fluorescence artefact?]	4	-3	4	-19	-23	-6	-5[fluorescence artefact?]	1.2
Cc1nc2ccc(N=NC3=C(O)CC(C)(C)CC3=O)cc2s1	0[fluorescence artefact?]	4	-6	-34	8	-15	-28	1	0.57
COc1ccc2c(c1OC)C(=O)OC2CC(=O)c1ccc(O)cc1 (stereo not drawn)	-2	.	3	-15	-9	-21	-16	14	1.6
O=C(CNc1cccc([N+](=O)[O-])c1)N/N=C/c1ccc(F)cc1	19	21	6	-8	-22	4	2	-9	0.4
CCOC(=O)C(C)(C)N(Cc1cccc(C)c1)S(=O)(=O)c1cccc([N+](=O)[O-])c1	0[fluorescence artefact?]	-1	-4	5	-16	-7	2	4	-0.26
CCn1c(SCC(=O)N/N=C(/C)c2ccncc2)nc2ccccc21	-3	4	-8	1	-8	-2	-11	-1	-1.8
COc1ccccc1N=C(C)C1=C(O)COC1=O	.	6	0	-11	-8[20 µM]	-4	-12	.	0.39
Cc1ccc(C)c(C2=NNC(=NCc3ccccc3)SC2)c1	-2	6	3	-3	-22	4	1	-19	8.9*
c1ccc(-c2ccc(-c3nccc4ccccc34)[nH]2)cc1	1	3	-5	-72	0	-7	-15	2	-1.2
CCn1c(-c2c[nH]c3ccccc23)n[nH]c1=S	0	1	-3	-3	-10[20 µM]	-3	-13	-1	.
CCCC(C)NC(=O)COC(=O)c1ccccc1SCC(=O)NC(C)CCC (stereo not drawn)	-4	0	-11	5	-9	-9	-1	-5	0.065
O=C(N/N=C/c1cccc(OC(=O)c2ccc3c(c2)OCO3)c1)c1cncc(Br)c1	2	4	-6	3	-15	8	-36	14[fluorescence artefact?]	-0.42
Cc1ccccc1N=C1NC(=O)/C(=C/c2cccn2-c2cccc(C(=O)O)c2)S1	14	-7	8	-37	-5	0	11	26	-1.8
COc1ccccc1C1C(C(=O)NCc2ccccc2)=C(C)Nc2ncnn21 (stereo not drawn)	0	1	-8	1	-16	0	-5	3[fluorescence artefact?]	0.77
CCn1c2ccccc2c2cc(/C=N/NC(=O)c3cccc(C)c3)ccc21	-7	0	-2	-8	4[20 µM]	-19	-9	-4	.
COc1ccc2cc(C)c3nnc(SCC(=O)Nc4nc(-c5ccc(F)cc5)cs4)n3c2c1	3	7	1	23	-26	-5	-37	86*	-0.38

3 entries already listed, ordered by their value in EBV gp42 inh, lowest first.
SMILES	eIF4E 4G PPI	Rad51 HR inh	NCF1 inh	Furin inhibitor	KLK5 inh	EBV gp42 inh	14-3-3 Bad PPI	Cl transport mod
COc1ccc2cc(C)c3nnc(SCC(=O)Nc4nc(-c5ccc(F)cc5)cs4)n3c2c1	3	7	23	-26	-5	-37	86*	-0.38
Cc1nc2ccc(N=NC3=C(O)CC(C)(C)CC3=O)cc2s1	0[fluorescence artefact?]	4	-34	8	-15	-28	1	0.57
CCn1c2ccccc2c2cc(/C=N/NC(=O)c3cccc(C)c3)ccc21	-7	0	-8	4[20 µM]	-19	-9	-4	.

(more compounds)
SMILES	eIF4E 4G PPI	Rad51 HR inh	Thrombin inh	NCF1 inh	Furin inhibitor	KLK5 inh	EBV gp42 inh	14-3-3 Bad PPI	Cl transport mod
O=[N+]([O-])c1cc(C(F)(F)F)cc([N+](=O)[O-])c1NCCNC(=S)Nc1ccc(Cl)c(Cl)c1	6	17	-2	-9	12	1	0	-2	.
CCOc1cccc(SCc2noc(C(=O)NCC3CCCO3)c2C(=O)O)c1 (stereo not drawn)	1[fluorescence artefact?]	3	-8	-6	-20[20 µM]	-17	-14	46	-1.2
Cc1c(C(=O)N2CCC(C)CC2)oc2ccc(S(=O)(=O)N3CCC4(CC3)OCCO4)cc12	1	-1	1	-6	-8[20 µM]	-4	-18	24	0.59
CCOC(=O)N1CCN(c2cc(=O)n(-c3ccc(OCC)cc3)c(=O)[nH]2)CC1	4[fluorescence artefact?]	2	-9	-5	-10[20 µM]	-22	-7	2[fluorescence artefact?]	1.4
CC1CCCCC1NC(=O)CSc1nnc(CNC(=O)c2ccccc2)n1C (stereo not drawn)	6	.	-4	-4	-22	.	-21	14	1.2
Cc1ccc(-c2cc(C(=O)N/N=C/c3cccnc3)n[nH]2)o1	-7[fluorescence artefact?]	.	-3	3	-7	-11	-13	-10	0.11
CNS(=O)(=O)c1ccc(C)c(S(=O)(=O)NC)c1	10	2	-8	4	-16	-17	-3	-2	0.17
C=CCN(CC=C)CCOc1ccc(OC(C)C)cc1	1	-8	-5	2	-15	-11	-9	31	0.59
Cc1ccc(N2CCN(S(=O)(=O)N(C)C)CC2)cc1Cl	-1	6	-7	-18	-9[20 µM]	25	-24	1	.
COc1cc(S(=O)(=O)N2CCOCC2)cc(C(=O)c2nccn2C)c1OC	3	3	-4	-21	-21	-8	-24	28	-0.34
CCCc1ccc(OCC(=O)NNC(=O)c2cccnc2)cc1	-5	18	0	-7	-32	-1	0	-22	0.032
Cc1c(C#N)c2ccccc2n1CCOc1ccccc1F	-6	2	-3	7	-12	-6	5	-5	.
CC(=C/c1ccccc1)/C=N/NC(=O)c1cccs1	6	9	-3	7	-10	4	-1	0	-1.1
O=C(O)C1C2C=CC(O2)C1C(=O)NCc1ccc2c(c1)OCO2 (stereo not drawn)	4[fluorescence artefact?]	5	-2	-10	-21[20 µM]	-7	-21	10	-0.48
O=[N+]([O-])c1cc(C(F)(F)F)cc([N+](=O)[O-])c1NCc1cccnc1	5	6	-12	-4	-8	-9	-17	-5	0.16
CCOC(=O)c1c(CC(C)C)csc1N	-2	3	-1	-6	-16	8	-7	-11	-0.5
CN1CCC(OC(=O)c2ccccc2Cl)CC1	-1	6	-4	0	-20	4	-10	-4	0.65
CCc1nc(SCC(=O)Nc2cc(C)on2)c2c(=O)n(C)c(=O)n(C)c2n1	4	4	-1	-9	-7	8	-9	-7	0.42
COc1cccc(CN2CCNC(=O)C2CC(=O)NCCc2ccccn2)c1 (stereo not drawn)	4	.	-5	-2	-9	.	11	-4	0.7
CNc1nc(C)nc(N/N=C/c2ccccc2)n1	-2	1	-7	-9	-25	2	-17	-5	-0.073
O=C(Cn1ncc2c(=O)oc3ccccc3c21)N1CCc2ccccc2C1	-4	2	1	-3	-16	-2	-7	13	-1.1
CC1(/[N+]([O-])=C/c2ccc(F)cc2)CCCCC1=O (stereo not drawn)	-1	8	-5	-1	-24	-5	-6	4	-0.19
CCOC(=O)C1CCN(c2c(NCc3ccc(C(=O)NC(C)CC)cc3)c(=O)c2=O)CC1 (stereo not drawn)	2	1	7	-10	-10[20 µM]	-21	-19	4	0.64
Cc1onc(-c2ccccc2Cl)c1C(=O)Nc1ccc(F)c(F)c1	1	1	-1	-1	-13	-9	5	1	.
CCN(CC)CCCNC(=O)CSc1nc(C)cc(C)n1	2	0	-7	-8	-20	1	-25	-4	.
NC(=S)NNc1cc(Cl)cc(Cl)c1	4[fluorescence artefact?]	-2	-1	-3	-28[20 µM]	-9	-19	-3	0.26
COc1ccc(S(=O)(=O)NCC2CCCN(C(=O)C=C(C)C)C2)cc1 (stereo not drawn)	2	18	-4	2	-25	-2	-3	-7	-0.73
C[C@H]1C=C(C(=O)NCc2nc3ccccc3[nH]2)O[C@@H](OCc2ccc(CO)cc2)C1	-4	6	-2	-16	-31	-1	-10	1	-0.13
O=C(CC(C(=O)O)N1CCOCC1)Nc1ccc(Cl)cc1 (stereo not drawn)	-3	-2	9	1	-23[20 µM]	-27	-5	0	.
CN(C)c1ccc(/C=N/NC(=O)c2cc(=O)[nH]c3ccccc23)cc1	0	-7	2	-14	-14	1	-14	-3	0.067
O=C(CSc1nc(C2CC2)nc2ccccc12)Nc1ccccc1N1CCOCC1	2	-116	-3	-2	-6	3	16	-4	.
CN(C)c1ccc2nsnc2c1[N+](=O)[O-]	6	-5	-2	-12	3	8	-15	-1	-0.76

Quoted from the results shown (twelve entries):
SMILES	eIF4E 4G PPI	Rad51 HR inh	Thrombin inh	NCF1 inh	Furin inhibitor	KLK5 inh	EBV gp42 inh	14-3-3 Bad PPI	Cl transport mod
CCc1nc(SCC(=O)Nc2cc(C)on2)c2c(=O)n(C)c(=O)n(C)c2n1	4	4	-1	-9	-7	8	-9	-7	0.42
COc1cccc(CN2CCNC(=O)C2CC(=O)NCCc2ccccn2)c1 (stereo not drawn)	4	.	-5	-2	-9	.	11	-4	0.7
CNc1nc(C)nc(N/N=C/c2ccccc2)n1	-2	1	-7	-9	-25	2	-17	-5	-0.073
O=C(Cn1ncc2c(=O)oc3ccccc3c21)N1CCc2ccccc2C1	-4	2	1	-3	-16	-2	-7	13	-1.1
CC1(/[N+]([O-])=C/c2ccc(F)cc2)CCCCC1=O (stereo not drawn)	-1	8	-5	-1	-24	-5	-6	4	-0.19
CCOC(=O)C1CCN(c2c(NCc3ccc(C(=O)NC(C)CC)cc3)c(=O)c2=O)CC1 (stereo not drawn)	2	1	7	-10	-10[20 µM]	-21	-19	4	0.64
Cc1onc(-c2ccccc2Cl)c1C(=O)Nc1ccc(F)c(F)c1	1	1	-1	-1	-13	-9	5	1	.
CCN(CC)CCCNC(=O)CSc1nc(C)cc(C)n1	2	0	-7	-8	-20	1	-25	-4	.
NC(=S)NNc1cc(Cl)cc(Cl)c1	4[fluorescence artefact?]	-2	-1	-3	-28[20 µM]	-9	-19	-3	0.26
COc1ccc(S(=O)(=O)NCC2CCCN(C(=O)C=C(C)C)C2)cc1 (stereo not drawn)	2	18	-4	2	-25	-2	-3	-7	-0.73
C[C@H]1C=C(C(=O)NCc2nc3ccccc3[nH]2)O[C@@H](OCc2ccc(CO)cc2)C1	-4	6	-2	-16	-31	-1	-10	1	-0.13
O=C(CC(C(=O)O)N1CCOCC1)Nc1ccc(Cl)cc1 (stereo not drawn)	-3	-2	9	1	-23[20 µM]	-27	-5	0	.

Source: PubChem BioAssay
